hIAP block – blocks human intestinal alkaline phosphatase | 0.12% of 330,000 active | P09923 | purified IAP, CDP-Star luminescence, 30 min | inhibition, % at 10 µM;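 active = inhibition reaching a set limit with compound at 10 µM in the primary screen, cut at about 35% in these data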;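 note: plate controls were DMSO wells with enzyme for no effect and no-enzyme buffer wells for full effect; values of inactives mirror those of a sister screen read the other way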
hIAP act – increases human intestinal alkaline phosphatase activity. P09923. purified human IAP, CDP-Star luminescence, 30 min; hits give high values; 1 = vehicle-only enzyme, 0 = enzyme-free background. activation factor at 10 µM. 0.16% of 330,000 active. AID 2524;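 active = activation factor of the enzyme at least 2-fold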; note: the source names both 10 and 20 µM as test concentration; values of inactives mirror those of a sister screen read the other way
tim10-1 inh – inhibits growth of tim10-1 mutant yeast. S. cerevisiae tim10-1 ts strain growth, BacTiter-Glo, 24 h. inhibition, % at 20 µM. 2.2% of 330,000 active;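 active = inhibition of at least 40%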;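 note: mutant grown at 25 °C; 0% = DMSO wells with yeast and 100% = wells holding no yeast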
ATG4B inh – inhibitors of human ATG4B cysteine protease; AID 504462; 0.51% of 340,000 active; ATG4B cleavage of LC3-PLA2, NBD-HPC fluorescence, 1 h; inhibition, % at 8.33 µM; in the data active = inhibition above about 40%
TIM10 inh – inhibits growth of TIM10 yeast strain. S. cerevisiae TIM10 strain growth, BacTiter-Glo luminescence, 24 h. inhibition, % at 10 µM. 1.4% of 330,000 active;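 active = inhibition of 40% or more at the single tested concentration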;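 note: wild-type TIM10 isogenic control strain grown at permissive 25 °C; 0% = DMSO yeast wells and 100% = minimal medium wells without yeast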
Apaf1 inhib – blocks human Apaf-1 apoptosome activity. inhibition, % at 20 µM. reconstituted apoptosome caspase-3 activity, DEVD-Rh110 fluorescence. 0.71% of 330,000 active. O14727; active = inhibition of at least 40% at 20 µM;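 note: plate controls were DMSO wells for no effect and DEVD-CHO caspase inhibitor wells for full effect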
Target sequence (O14727 whole entry, looked up): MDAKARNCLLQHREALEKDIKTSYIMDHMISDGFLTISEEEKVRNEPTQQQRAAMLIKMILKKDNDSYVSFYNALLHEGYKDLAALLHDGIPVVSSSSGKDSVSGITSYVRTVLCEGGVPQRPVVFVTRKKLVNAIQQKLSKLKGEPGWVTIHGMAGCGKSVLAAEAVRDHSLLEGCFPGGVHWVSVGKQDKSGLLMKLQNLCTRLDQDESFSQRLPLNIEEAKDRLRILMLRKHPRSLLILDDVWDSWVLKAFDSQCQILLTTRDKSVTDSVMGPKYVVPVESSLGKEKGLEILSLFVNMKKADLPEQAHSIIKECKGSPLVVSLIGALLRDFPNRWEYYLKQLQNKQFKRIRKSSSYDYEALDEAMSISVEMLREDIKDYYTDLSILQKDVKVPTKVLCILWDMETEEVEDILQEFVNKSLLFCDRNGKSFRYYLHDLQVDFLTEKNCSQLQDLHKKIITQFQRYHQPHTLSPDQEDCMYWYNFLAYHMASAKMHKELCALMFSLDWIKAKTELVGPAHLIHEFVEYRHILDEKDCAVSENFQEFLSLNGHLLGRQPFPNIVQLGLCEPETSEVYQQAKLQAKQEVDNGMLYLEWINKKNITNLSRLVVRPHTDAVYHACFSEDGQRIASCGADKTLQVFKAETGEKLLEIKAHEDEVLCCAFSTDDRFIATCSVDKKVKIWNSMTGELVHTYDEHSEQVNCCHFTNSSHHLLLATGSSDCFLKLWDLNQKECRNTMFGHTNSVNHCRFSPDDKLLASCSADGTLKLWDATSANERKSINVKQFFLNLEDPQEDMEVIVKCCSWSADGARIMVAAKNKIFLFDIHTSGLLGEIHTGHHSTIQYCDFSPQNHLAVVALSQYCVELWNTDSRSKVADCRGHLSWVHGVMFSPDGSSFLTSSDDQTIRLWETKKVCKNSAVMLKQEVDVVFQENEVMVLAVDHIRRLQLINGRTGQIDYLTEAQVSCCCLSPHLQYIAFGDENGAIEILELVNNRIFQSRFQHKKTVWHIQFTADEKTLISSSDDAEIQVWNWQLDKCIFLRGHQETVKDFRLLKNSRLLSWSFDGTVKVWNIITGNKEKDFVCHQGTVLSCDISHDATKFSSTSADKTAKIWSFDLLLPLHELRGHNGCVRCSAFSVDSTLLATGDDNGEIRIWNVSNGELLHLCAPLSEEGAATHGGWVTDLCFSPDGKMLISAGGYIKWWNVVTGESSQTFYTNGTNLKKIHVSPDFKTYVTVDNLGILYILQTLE
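Material: biochemical Apaf-1 apoptosome reconstitution. Medium: Hepes buffer, pH 7.5. Also added: cytochrome c activation, bis-DEVD rhodamine 110 substrate. Timing: 30 min compound preincubation, 50 min activation, room temperature. Measured by: rhodamine 110 fluorescence at Ex 480/Em 540 nm.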
mIAP activ – increases mouse intestinal alkaline phosphatase activity; 0.24% of 330,000 active; AID 2805; activation factor at 10 µM; muIAP, CDP-Star luminescence, 30 min; hits give high values; 1 = vehicle-only enzyme signal, 0 = enzyme-free wells;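 active = activation factor of at least 2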; note: the source names both 10 and 20 µM as test concentration; values of inactives mirror those of a sister screen read the other way
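also added = chemiluminescent substrate CDP-Star | test system = mouse IAP enzyme | signal = chemiluminescence readout | compound = DMSO-dissolved test compounds | incubation = 30 min at room temperature | benchmarks = DMSO wells, no-enzyme wells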
mIAP inh – mouse IAP inhibition; purified mouse IAP, CDP-Star luminescence, 30 min; inhibition, % at 10 µM; 0.2% of 330,000 active; AID 2806;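 active = inhibition of at least 40% at 10 µM in the primary screen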;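 note: plate controls were DMSO with enzyme for no effect and no enzyme wells for full effect; values of inactives mirror those of a sister screen read the other way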
NLRP3 yeast inh – blocks the NALP3 inflammasome reconstituted in yeast. inhibition, % at 10 µM. Yeast reconstituted NLRP3/ASC/caspase-1, beta-gal luminescence, 24 h. AID 2825. 0.39% of 330,000 active;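 active = inhibition of 50% or more; inactive = inhibition below 50%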;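 note: plate controls were induced DMSO wells for no effect and uninduced yeast grown without galactose for full effect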
* hit, by the source's call.

Start of the listing, in advance (2 entries):
SMILES	hIAP block	hIAP act	tim10-1 inh	ATG4B inh	TIM10 inh	Apaf1 inhib	mIAP activ	mIAP inh	NLRP3 yeast inh
Clc1ccccc1CSc1nnc(-c2cccnc2)n1Cc1ccco1	10	0.9	37	7	32	1	1	0	-5
CCN(CC)S(=O)(=O)c1cccc(-c2nnc(SCCOc3ccccc3C)o2)c1	9	0.91	12	9	17	17	0.98	2	14

Results (from the top)
SMILES	hIAP block	hIAP act	tim10-1 inh	ATG4B inh	TIM10 inh	Apaf1 inhib	mIAP activ	mIAP inh	NLRP3 yeast inh
Clc1ccccc1CSc1nnc(-c2cccnc2)n1Cc1ccco1	10	0.9	37	7	32	1	1	0	-5
CCN(CC)S(=O)(=O)c1cccc(-c2nnc(SCCOc3ccccc3C)o2)c1	9	0.91	12	9	17	17	0.98	2	14
O=C(COC(=O)CCC(=O)c1cccs1)Nc1ccc(F)c(F)c1F	14	0.86	-6	-1	-2	1	0.97	3	7
O=C(CCNC(=O)c1ccc(Br)cc1)Nc1ccccc1N1CCOCC1	8	0.92	25	0	4	3	0.93	7	13
COc1ccc(S(=O)(=O)N2CCCCCC2)cc1C(=O)NCc1cccs1	10	0.91	16	-3	6	9	0.97	3	-1
O=C(CCCc1ccccc1)Nc1ccc(Br)cc1F	10	0.9	-22	3	-38	9	1.1	-8	34
COc1ccc(C(NCC(=O)NC(C)c2ccc(Cl)cc2)c2ccccc2)cc1 (stereo not given)	-14	1.1	22	0	14	21	1.1	-11	13
Cn1c(=O)[nH]c(=O)c2c1nc1n2CCCN1CCc1ccccc1	-9	1.1	10	1	-1	9	1	-4	6
Cc1ccc(OCc2ccc(C(=O)Nc3nc4ccccc4n3Cc3ccccc3)o2)c([N+](=O)[O-])c1	-16	1.2	21	11	5	5	0.93	7	13
CCc1c(C)nc2ncnn2c1N1CCCC(C(=O)NCc2ccc3c(c2)OCO3)C1 (stereo not given)	-9	1.1	11	-4	-5	-6	1.1	-14	1
CCOC(=O)N1CCc2c(sc(NC(=O)C3COc4ccccc4O3)c2C(N)=O)C1 (stereo not given)	-30	1.3	18	3	14	15	0.88	12	3
CC(C)CC(NC(=O)OC(C)(C)C)c1cn([C@@H](CCC(=O)OC(C)(C)C)C(=O)N2CCN(C(=O)OC(C)(C)C)CC2)nn1 (stereo not given in full)	3	0.97	12	-11	5	-5	1.1	-7	16
CCCC(=O)OCC(=O)Nc1ccc2[nH]c(=O)[nH]c2c1	-5	1	-14	0	-38	-2	1	-4	1
S=C(NCc1ccc2c(c1)OCO2)Nc1ccc2nsnc2c1	-2	1	26	-3	18	62*	0.94	6	22
CCCCCCCNC(=O)CC(NS(=O)(=O)c1ccc(NC(C)=O)cc1)C(C)C (stereo not given)	-3	1	5	-4	1	-9	1.1	-13	0
COc1ccc(C(C#N)Nc2ccccc2C)cc1 (stereo not given)	-3	1	11	0	5	-2	1	0	0
CC(CCc1ccccc1)NC(=O)c1nnc(Cc2ccc(F)cc2)o1 (stereo not given)	0	1	-20	-11	-3	5	0.99	1	22
Cc1cc[n+](-c2ccccc2)c2ccccc12	6	0.94	12	-7	11	19	1	-5	20
Clc1cnc(Nc2cccnc2)c(Cl)c1	8	0.93	8	-1	14	-8	0.92	8	6
O=C(O)C1CCCCC1C(=O)Nc1ccc(S(=O)(=O)N2CCCCCC2)cc1 (stereo not given)	-13	1.1	-9	-2	-9	-1	1	-3	4
O=C(O)CC(C(=O)O)c1cn(Cc2ccccc2)c2ccccc12 (stereo not given)	-9	1.1	-4	1	-11	7	0.97	3	15
O=C(Nc1ccccc1Cl)c1ccn[nH]1	16	0.84	-5	-10	1	-2	0.99	1	20
COc1ccc(CCN(C)c2ccc(C(N)=O)cc2[N+](=O)[O-])cc1OC	16	0.84	17	-3	8	-12	0.92	8	14
CC(NC(=O)c1cccc(Br)c1)c1ccccc1 (stereo not given)	1	0.99	15	-10	-3	8	0.93	7	14
CCc1cc(=O)oc2cc(OCC(=O)N3CCCc4ccccc43)ccc12	-5	1.1	25	-16	-4	-11	0.97	3	12
The list goes on:
SMILES	hIAP block	hIAP act	tim10-1 inh	ATG4B inh	TIM10 inh	Apaf1 inhib	mIAP activ	mIAP inh	NLRP3 yeast inh
O=C(O)/C=C/C(=O)Nc1ccc(Cl)c(C(=O)O)c1	10	0.91	9	5	11	-5	0.99	1	7
Cc1cc(C(=O)OCC(=O)Nc2ccccc2F)c(C)o1	-14	1.1	14	-1	15	6	1	-2	-17
CCCc1nnc(NC(=O)c2cccs2)s1	9	0.91	23	0	-12	11	0.98	2	21
CCOC(=O)N1CCN(c2nnnn2-c2ccccc2)CC1	-34	1.3	-5	7	-8	11	1	-2	9
Cc1cnc(C(=O)OCC(=O)Nc2ccc3c(c2)OCCO3)cn1	5	0.95	-16	0	-6	-6	1.1	-7	8
CCOc1cc(-c2nc(-c3ccc(C)nc3OCC)no2)cc(OCC)c1OCC	11	0.89	15	-1	1	1	0.93	7	14
O=C(CN1C(=O)C(=O)N(C2CCCC2)C1=O)Nc1cc(Cl)ccc1[N+](=O)[O-]	15	0.85	6	8	0	-4	1.1	-5	10
Cc1cc2nnc(SCC(=O)NCC3CCCO3)n2c2ccccc12 (stereo not given)	-13	1.1	14	1	-12	0	1.1	-7	9
Cc1cc(NC(=O)Cc2cc(F)cc(F)c2)no1	-4	1	18	-4	13	8	0.95	5	9
O=C(CSc1nnc(Cc2ccccc2)n1-c1ccc(Cl)cc1)N1CCOCC1	4	0.96	16	-4	4	3	0.96	4	14
CCC1CCCCN1C(=O)CSC1=NN2CCCC(=O)N=C2S1 (stereo not given)	-11	1.1	-6	22	-11	-20	1	0	4
Cc1c(C(=O)NCC(c2ccco2)N2CCCC2)sc2ccccc12 (stereo not given)	-13	1.1	9	-2	-1	13	1	-3	18
CCCC(=O)c1cc2cc(Cl)ccc2oc1=O	18	0.82	-7	-7	4	3	0.98	2	8
COc1cccc(C2NC(=S)NC(C)=C2C(=O)c2ccccc2)c1OC (stereo not given)	-13	1.1	29	-7	6	7	1.1	-7	13
O=S(=O)(c1ccc(S(=O)(=O)N2CCCC2)cc1)N1CCCCCC1	5	0.95	1	9	3	0	1.1	-6	9
CCOc1ccc(C(=O)NCC(=O)OCc2c(F)cccc2Cl)cc1OCC	-28	1.3	8	10	13	0	1.2	-19	4
COc1ccc(/C=c2\s/c(=C\C(=O)C(C)(C)C)[nH]c2=O)cc1O	22	0.78	22	-9	11	-12	0.84	16	4
CCN(CC)c1cc(C)c2cc(NC(=O)c3cccs3)ccc2n1	-5	1.1	-2	3	-30	5	1.1	-7	4
CC(=O)c1ccccc1OC(=O)c1ccc(-c2ccccc2)cc1	15	0.85	30	-4	24	16	1	-4	22
Cc1ccc(CNC(=O)CSc2nnnn2C)cc1	14	0.86	7	4	6	-4	1	-3	4
Cc1ccc2nc(N3CCN(c4cccc(C)c4C)CC3)c3nnnn3c2c1	11	0.89	-1	-14	1	3	0.87	13	-5
O=C(NN=Cc1ccc(O)cc1O)c1ccccc1NS(=O)(=O)c1cccs1	-46	1.5	-12	-12	-13	-17	0.62	38	17
CCOC(=O)CC(=O)CSc1nc2c(C)c(C)ccc2cc1C	7	0.93	31	15	31	14	0.92	8	4
O=C(Nc1cccc(C(F)(F)F)c1)c1cccnc1N1CCCC1	0	1	34	-9	-4	15	1.1	-9	25
CS(=O)(=O)N1CCN(C/C=C/c2ccccc2)CC1	-2	1	6	-5	-7	6	1	-1	9
CC(=O)Nc1ccc(-c2nn[nH]n2)cc1Cl	6	0.94	7	-12	-1	0	0.98	2	5

Fetched one by one from the entries so far:
SMILES	hIAP block	hIAP act	tim10-1 inh	ATG4B inh	TIM10 inh	Apaf1 inhib	mIAP activ	mIAP inh	NLRP3 yeast inh
O=C(Nc1cccc(C(F)(F)F)c1)c1cccnc1N1CCCC1	0	1	34	-9	-4	15	1.1	-9	25
Cc1c(C(=O)NCC(c2ccco2)N2CCCC2)sc2ccccc12 (stereo not given)	-13	1.1	9	-2	-1	13	1	-3	18
COc1cccc(C2NC(=S)NC(C)=C2C(=O)c2ccccc2)c1OC (stereo not given)	-13	1.1	29	-7	6	7	1.1	-7	13

One compound at a time (already shown).
`CCN(CC)S(=O)(=O)c1cccc(-c2nnc(SCCOc3ccccc3C)o2)c1` as listed: hIAP block: 9; hIAP act: 0.91; tim10-1 inh: 12; ATG4B inh: 9; TIM10 inh: 17; Apaf1 inhib: 17; mIAP activ: 0.98; mIAP inh: 2; NLRP3 yeast inh: 14
`Cc1c(C(=O)NCC(c2ccco2)N2CCCC2)sc2ccccc12` (stereo not given) as listed: hIAP block: -13; hIAP act: 1.1; tim10-1 inh: 9; ATG4B inh: -2; TIM10 inh: -1; Apaf1 inhib: 13; mIAP activ: 1; mIAP inh: -3; NLRP3 yeast inh: 18

Assay outcomes (PubChem)
